Bioassay records (PubChem)
GALR2 antag: GALR2 antagonists in receptor-expressing cells, primary screen. Galanin receptor type 2 (Homo sapiens), O43603. antagonist mode. inhibition, % at 4 µM. actives 0.39% (n = 140,000). AID 828, 2007; in the data active means inhibition above about 27%;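 further: cells stimulated with galanin 1-16 at roughly its EC80; 0% = agonist challenge control and 100% = basal control without agonist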
Target sequence (O43603 whole entry, looked up): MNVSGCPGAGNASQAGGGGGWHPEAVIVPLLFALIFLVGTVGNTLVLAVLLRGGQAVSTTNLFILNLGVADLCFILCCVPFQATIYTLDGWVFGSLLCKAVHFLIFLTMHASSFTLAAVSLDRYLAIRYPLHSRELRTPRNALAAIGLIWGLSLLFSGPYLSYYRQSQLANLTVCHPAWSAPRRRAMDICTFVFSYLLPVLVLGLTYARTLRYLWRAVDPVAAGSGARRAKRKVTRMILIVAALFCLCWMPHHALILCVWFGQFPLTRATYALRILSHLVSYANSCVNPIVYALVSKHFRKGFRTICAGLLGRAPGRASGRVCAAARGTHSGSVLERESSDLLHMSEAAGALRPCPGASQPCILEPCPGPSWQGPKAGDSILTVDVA
E-sel TNF inh: E-selectin induction blockers in HUVEC – imaging, immunofluorescence, high content, primary screen | AID 1246, 2008 | inhibition, % at 2 µM | HUVEC TNFa-induced E-selectin immunofluorescence | actives 0.71% (n = 120,000);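 active means inhibition above the batch mean plus 3 SD, and confirmed as a hit on visual image review, cut at about 43% in these data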;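 further: 0% = TNF-stimulated DMSO wells and 100% = unstimulated control wells; not every result past the cut was called active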
Yeast life ext: compounds extending yeast replicative lifespan, primary screen, S. cerevisiae, OD615; S. cerevisiae growth with nicotinamide; deaD strain in restrictive glucose medium; inhibition of the nicotinamide effect, % at 10 µM; actives 0.68% (n = 130,000); AID 775, 2007;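 active means inhibition above a set limit, placed 3 SD over the median of all compounds, cut at about 26% in these data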;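 further: 0% = nicotinamide-treated wells and 100% = cells grown without nicotinamide; some compounds called inactive have numbers as strong as hits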
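Assay system: engineered S. cerevisiae DeaD replicative-lifespan strain, galactose-grown log-phase cells; medium: restrictive CSMM-D dextrose medium; also added: nicotinamide, 1.5 mM, co-present with compound; schedule: 48 h compound exposure at 30 °C, humidified; detection: absorbance at 615 nm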
NPY Y2 blocker: NPY-Y2 receptor antagonists, primary screen, cell-based; NPY-Y2 expressing cells, antagonist mode; inhibition, % at 2.7 µM; actives 0.99% (n = 140,000); in the data active means inhibition above about 17%;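 further: 0% = vehicle with agonist challenge and 100% = reference antagonist with challenge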
Target sequence (P49146 whole entry, looked up): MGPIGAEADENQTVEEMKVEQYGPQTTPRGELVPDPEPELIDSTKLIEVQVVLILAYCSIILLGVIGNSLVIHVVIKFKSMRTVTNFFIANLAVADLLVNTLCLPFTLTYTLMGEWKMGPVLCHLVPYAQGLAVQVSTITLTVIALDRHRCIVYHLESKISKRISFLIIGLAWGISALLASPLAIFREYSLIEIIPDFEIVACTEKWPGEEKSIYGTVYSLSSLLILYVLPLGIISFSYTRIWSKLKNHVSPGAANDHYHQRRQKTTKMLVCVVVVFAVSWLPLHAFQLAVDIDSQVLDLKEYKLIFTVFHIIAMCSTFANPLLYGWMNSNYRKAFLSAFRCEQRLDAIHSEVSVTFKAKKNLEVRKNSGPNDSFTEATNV
HCT116 PTEN-null: growth suppression of PTEN-null HCT116, primary screen, cell-based, CellTiter-Glo; HCT116 PTEN-null viability, 60 h; active compounds read low; viability, % at 10 µM; actives 1.2% (n = 140,000);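 active means viability at or below a set limit, 4 SD under the median of all tested compounds, cut at about 3.7% in these data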;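 further: PTEN knockout HCT116 line with beta catenin targeted HCT116 as companion control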
Phagocytosis inh: inhibitors of macrophage phagocytosis, primary screen, imaging, J774A.1 cells, IgG beads | inhibition, % at 5 µM | J774A.1 macrophage IgG-bead phagocytosis | AID 1029, 2008 | actives 0.07% (n = 110,000);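 active means inhibition above the mean of the plate negative controls plus 5 SD, cut at about 13% in these data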;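 further: phagocytic index as fraction of beads internalized from green versus red external bead signal; plate controls were DMSO negative control for no effect and cytochalasin-D positive control for full effect; some results beyond the cut were filed as inactive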
Yeast growth inh: growth inhibitors of yeast BB579 in restrictive medium, primary screen, yeast lifespan-shortening project, S. cerevisiae; OD615, 48 h; inhibition, % at 10 µM; actives 0.51% (n = 140,000); AID 804, 2007;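 active means inhibition above a set limit, 3 SD over the mean compound inhibition, cut at about 44% in these data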; further: inactives centre near -24
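System: DeaD yeast strain BB579; buffer or medium: CSMM-D dextrose restrictive medium; technique: OD at 615 nm; schedule: 4 h cell preincubation, 48 h compound exposure, 30 °C humidified; doses: single 10 µM dose; controls: amphotericin B 10 µg/mL, positive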
bCat KO growth: primary screen for growth suppressors in beta-catenin knockout HCT116 cells (colon tumor, human) | HCT116 beta-catenin knockout viability, CellTiter-Glo, 60 h; active compounds read low | viability, % at 10 µM | actives 1.5% (n = 140,000);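 active means viability at or under a set limit, the compound median less 4 SD, cut at about 6% in these data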;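 further: 0% = Hyamine 1622 control at 20 µM and 100% = untreated cell control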
MRP1 act: H69AR viability gain despite doxorubicin, primary screen, MRP-1 activator project, H69AR cells, CellTiter-Glo. viability increase, % at 10 µM. viability rescue. actives 0.61% (n = 140,000);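 active means viability gain under doxorubicin at or above a set limit, the compound median plus 3 SD, cut at about 4.7% in these data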;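 further: MRP-1 overexpressing cells given doxorubicin 25 µM after compound pretreatment; 18-22 h compound pretreatment then 72 h with doxorubicin before readout; 0% = doxorubicin-only wells and 100% = vehicle-treated cells without doxorubicin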
Measles CPE: compounds protecting cells from measles virus cytopathic effect, primary screen, measles RdRp inhibitor project, single point, MLSMR library, absorbance | Measles virus-infected cells, CPE protection | protection (pct of control), % at 4 µM | actives 1.5% (n = 140,000) | AID 841, 2007; in the data active means protection mostly above about 24%, no sharp cut-off; inactive means mostly below about 26%; further: some compounds called inactive have numbers as strong as hits
* marks the source's active call; other numbers are inactive results; . = no result given.

SMILES | GALR2 antag | E-sel TNF inh | Yeast life ext | NPY Y2 blocker | HCT116 PTEN-null | Phagocytosis inh | Yeast growth inh | bCat KO growth | MRP1 act | Measles CPE
CCCCNc1nc2c(c(=O)[nH]c(=O)n2C)n1CCOc1ccccc1 | -12 | -4 | -8 | 0 | 72 | 0 | -58 | 80 | -1.3 | 4
Cc1nn(C)cc1CN(C)C(=O)c1sc2cccc(Cl)c2c1Cl | 16 | -20 | -3 | 9 | 79 | 0 | -30 | 83 | -2.0 | 4
N#Cc1c(N)sc2c1CCN(C(=O)OCc1ccccc1)C2 | 1 | -18 | -18 | 2 | 97 | 0 | -42 | 107 | -2.4 | 12
CCOC(=O)c1c(C)[nH]c(C)c1C(=O)COC(=O)CNC(=O)c1ccc(OCC)cc1 | -2 | -12 | 2 | 3 | 93 | . | -42 | 94 | -0.5 | 9
CCOC(=O)COc1ccc2c(c1)C(=O)CC(C)(c1cccnc1)O2 (stereo not given) | -6 | -10 | -18 | -3 | 92 | 1 | -36 | 102 | -1.4 | 6
O=C(O)CCCCCNc1ccc2nsnc2c1[N+](=O)[O-] | -9 | . | -3 | 1 | 100 | 1 | 1 | 88 | -1.3 | 9
CNc1nc(C)c(C(=O)c2ccc(Cl)cc2)s1 | -13 | 18 | -17 | -2 | 86 | 2 | 2 | 103 | -3.6 | 14
COc1ccc(/C(C)=N/NC(=O)C2C3CCCCC32)c(OC)c1 (stereo not given) | -5 | -19 | -1 | 2 | 94 | -3 | -60 | 85 | -0.8 | 4
Cc1sc(NC(=O)c2ccccc2)c(C(c2ccccn2)N2CCN(CCO)CC2)c1C (stereo not given) | 11 | . | -2 | 0 | 79 | 2 | -14 | 80 | -2.5 | 3
Cc1cccc(NC(=O)C2CCN(S(=O)(=O)c3cccc4cccnc34)CC2)n1 | 8 | . | -5 | 2 | 72 | 0 | -14 | 70 | -2.1 | 8
COc1ccc(CN(C)c2ncnc(N)n2)cc1 | 7 | -22 | -10 | 1 | 98 | -1 | -5 | 113 | 0.2 | 1
CC(C)NC(=O)c1onc(CSc2cccc(F)c2)c1C(=O)O | 0 | 12 | -10 | 7 | 89 | . | -40 | 95 | -1.4 | 13
CCc1cccc(C)c1NC(=O)COC(=O)c1ccc2c(c1)S(=O)(=O)c1ccccc1C2=O | -4 | -15 | -4 | 1 | 95 | -1 | -2 | 95 | -1.9 | 7
COC(=O)c1cnn(C(=O)c2ccccc2Br)c1N | 2 | -20 | -19 | 2 | 87 | . | -29 | 88 | -0.9 | 2
CCCC1CCC(C2=N/C(=C\c3ccc(OC)c(OC)c3)C(=O)O2)CC1 (stereo not given) | -17 | -6 | -9 | -1 | 108 | . | -81 | 105 | -0.9 | 23
COc1cc(/C=C(\C#N)c2nc3c(s2)CCCC3)ccc1O | 4 | -21 | -9 | 0 | 104 | 0 | -6 | 93 | -3.6 | 7
CCOC(=O)c1c(NC(=O)COc2ncnc3ccccc23)sc(C)c1CC | -21 | -1 | 0 | 4 | 82 | -5 | -42 | 86 | -0.8 | 24
CCc1ccc(OCCNC(=O)c2ccc(S(=O)(=O)N(C)C)cc2)cc1 | -15 | 11 | -5 | 5 | 90 | -2 | -28 | 96 | -0.1 | 8
Cc1cc(C)nc(-n2ncc3c2CC(c2ccccc2C)CC3=O)n1 (stereo not given) | 0 | . | -3 | 5 | 85 | . | -10 | 88 | -1.9 | 23
COC(=O)C(C)NC(=O)C1CCCN1S(=O)(=O)c1cc(C)c(Cl)cc1C (stereo not given) | 8 | -17 | -14 | 1 | 84 | -1 | -19 | 92 | -2.5 | 7

Three compounds picked at random from the list so far:
SMILES | GALR2 antag | E-sel TNF inh | Yeast life ext | NPY Y2 blocker | HCT116 PTEN-null | Phagocytosis inh | Yeast growth inh | bCat KO growth | MRP1 act | Measles CPE
Cc1cc(C)nc(-n2ncc3c2CC(c2ccccc2C)CC3=O)n1 (stereo not given) | 0 | . | -3 | 5 | 85 | . | -10 | 88 | -1.9 | 23
N#Cc1c(N)sc2c1CCN(C(=O)OCc1ccccc1)C2 | 1 | -18 | -18 | 2 | 97 | 0 | -42 | 107 | -2.4 | 12
CCOC(=O)c1c(C)[nH]c(C)c1C(=O)COC(=O)CNC(=O)c1ccc(OCC)cc1 | -2 | -12 | 2 | 3 | 93 | . | -42 | 94 | -0.5 | 9

Additional compounds follow.
SMILES | GALR2 antag | E-sel TNF inh | Yeast life ext | NPY Y2 blocker | HCT116 PTEN-null | Phagocytosis inh | Yeast growth inh | bCat KO growth | MRP1 act | Measles CPE
CCCCCCC(=O)N=Nc1c(O)[nH]c2ccc([N+](=O)[O-])cc12 | 1 | . | 2 | 2 | 84 | -5 | -51 | 97 | 0.4 | 31
COc1ccc(N2CCN(Cc3cc(=O)oc4ccc5ccccc5c34)CC2)cc1 | 6 | -34 | -23 | 2 | 60 | 0 | 30 | 49 | -1.4 | 4
CCOC(=O)CNS(=O)(=O)c1cc(-c2nn(C)c(=O)c3ccccc23)ccc1C | 2 | -12 | -24 | 2 | 92 | . | -47 | 102 | -3.4 | 14
Cc1ccc2oc(-c3cccc(NC(=S)NC(=O)/C=C/c4ccco4)c3)nc2c1 | -3 | -14 | -11 | 0 | 53 | -2 | -49 | 60 | -1.9 | 7
CCOC(=O)c1cc(C#N)c(SCc2ccc(C#N)cc2)nc1C | 1 | -17 | -10 | 2 | 56 | . | -14 | 61 | -2.3 | 10
COc1ccc(C(=O)c2ccc(OC)c3cccc(O)c23)cc1OC | -20 | 7 | -1 | 4 | 78 | 0 | -39 | 89 | -3.9 | 16
COc1ccc(CC(=O)NCCN2CCCC2)cc1 | 6 | -8 | -17 | 1 | 95 | . | -6 | 96 | 0.1 | 2
O=C1/C(=C/c2ccco2)CCc2ccccc21 | -4 | . | -5 | -1 | 86 | -2 | -13 | 81 | -2.1 | 13
CCCCNC(=O)C1CC(=O)N(C2CCCCC2)C1 (stereo not given) | -14 | 4 | 2 | -1 | 99 | . | -1 | 88 | -0.9 | 13
Cc1ccccc1NS(=O)(=O)c1cc(C(=O)NCCC2=CCCCC2)ccc1Cl | -4 | -46 | -6 | 6 | 54 | -2 | -39 | 58 | -2.7 | 11
O=C1OC2CC3CC1CC(O)(C3)C2 (stereo not given) | -7 | . | -16 | 5 | 94 | . | -15 | 97 | -2.8 | 23
CC(Oc1cc(C(F)(F)F)cc(C(F)(F)F)c1)C(=O)NC(N)=O (stereo not given) | 6 | 2 | -8 | 3 | 88 | 0 | 14 | 91 | 0.9 | 14
CCN(CC)CCN=C1CCCc2ccccc2N1 | -4 | -24 | -1 | 1 | 96 | 0 | -11 | 86 | -0.1 | 3
CCOC(=O)CSc1ccc(S(=O)(=O)N2CCCCC2)cc1[N+](=O)[O-] | 12 | 2 | 8 | 1 | 100 | -2 | -51 | 87 | -2.4 | 6
COC(=O)c1ccccc1NC(=O)c1cc(-c2ccc(O)cc2)on1 | 2 | . | -10 | -1 | 32 | 1 | -15 | 48 | -2.9 | -1
CCC(C)(C)n1nnnc1CN(Cc1ccco1)Cc1cc2cc3c(cc2[nH]c1=O)OCO3 | -11 | . | -6 | 4 | 64 | 0 | -7 | 63 | -0.8 | 7
Cn1c(=O)oc2cc(S(=O)(=O)N3CCCC(C(=O)N4CCc5ccccc5C4)C3)ccc21 (stereo not given) | 6 | . | -15 | 2 | 77 | 0 | -33 | 76 | -0.8 | 3
O=c1ccc2ccccc2o1 | -12 | . | -2 | 0 | 98 | . | 19 | 92 | -1.6 | 0
CCOC(=O)c1cc2c(nc1NC(=S)Nc1ccccc1)CC(C)(CC)OC2 (stereo not given) | 12 | . | -6 | 5 | 82 | . | 1 | 93 | -3.0 | 22
COc1cccc(-n2c(SCC#N)nnc2-c2cnccn2)c1 | 5 | 22 | -8 | -2 | 99 | 0 | -15 | 99 | -0.5 | 4
O=C(CNC(=O)c1ccccc1)N/N=C/c1cn[nH]c1-c1ccccc1 | -5 | -11 | -2 | 1 | 100 | -9 | -39 | 102 | -1.8 | 16
Cc1cc2nnc(SCC(=O)NCc3cccs3)n2c(N)n1 | 5 | 11 | -1 | -1 | 99 | 2 | -16 | 89 | -2.1 | -1
C/C(=N\O)c1ccc2c3ccccc3n(C)c2c1 | -3 | . | -28 | 1 | 88 | -3 | -28 | 84 | 1.3 | 6
COC(=O)CCC(=O)Nc1ccccc1C(=O)Nc1ccccc1 | 4 | -4 | -17 | -4 | 95 | . | -34 | 96 | 0.0 | 10
CCn1c(SCC(=O)Nc2ccccc2N2CCOCC2)nnc1-c1ccccc1O | 4 | 10 | -7 | 2 | 94 | 0 | -46 | 85 | -0.3 | 10
CCOC(=O)c1c(NC(=O)COc2ncnc3sccc23)sc2c1CCC2 | -10 | -21 | -2 | -7 | 90 | 0 | -45 | 84 | -0.3 | 5
O=C(Nc1ncc(Cc2ccc(C(F)(F)F)cc2)s1)c1ccc(-c2cccc([N+](=O)[O-])c2)o1 | 1 | 26 | -5 | -2 | 46 | -9 | -26 | 34 | 5.0* | 4
CC(Sc1nc2nn(-c3ccccc3)c(=O)c-2c2n1CCCCC2)C(N)=O (stereo not given) | 5 | -15 | -5 | 4 | 97 | -1 | -26 | 90 | -2.0 | 16
CCOc1cc(CN2CCN(C(=O)c3ccco3)CC2)ccc1OC | -2 | -2 | -12 | 0 | 102 | 1 | -22 | 92 | 0.5 | 22
Cc1ccc(OCC(=O)NNC(=O)C2CCN(c3ncccn3)CC2)cc1 | 1 | . | -17 | 1 | 104 | . | -23 | 99 | -1.3 | 3
CCOc1cccc(CNc2ccc(O)cc2)c1OCc1ccc(Cl)cc1 | 12 | 0 | -6 | -1 | 1.9* | . | -7 | 0.8* | -5.1 | 3
CCc1cc2c(=O)n3c(nc2s1)-c1[nH]c2ccc(OC)cc2c1CC3 | 2 | . | 1 | 0 | 88 | -12 | -7 | 94 | -0.4 | 34
Cc1noc(/C=C/c2ccco2)c1S(=O)(=O)N1CCC(C(=O)NC(C)c2ccccc2)CC1 (stereo not given) | -2 | . | -5 | 3 | 77 | -1 | -19 | 76 | -1.9 | 1
c1csc(-c2ccc3ccccc3n2)c1 | 6 | 6 | -25 | 1 | 97 | . | 10 | 88 | 0.5 | 8
COC(=O)CCSCC(=O)Nc1cc(C)on1 | 3 | -11 | 12 | -2 | 100 | 1 | -45 | 94 | 0.1 | 7
Cc1cccc(-n2nnnc2SCC(=O)c2cc(C)n(CC3CCCO3)c2C)c1 (stereo not given) | 9 | -36 | -9 | 5 | 81 | 0 | -69 | 85 | 0.3 | 48
CCOC(=O)c1c(C)nc(-c2ccccc2)nc1NC(C)=O | -7 | 12 | -22 | -2 | 99 | 0 | -37 | 96 | -2.1 | 5
O=S(=O)(O)c1nc2ccccc2n1Cc1ccc(Cl)cc1Cl | -1 | . | -11 | 7 | 84 | -1 | -56 | 88 | 0.1 | 4
